GPR7 antag: human neuropeptides B/W receptor 1 antagonism; AID 1861; 1.1% of 290,000 active; GPR7-expressing cells, fluorescence antagonist assay; inhibition, % at 4.4 µM; in the data active means inhibition above about 16%, passing the limit was not always enough;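 further: cells stimulated with the agonist NPW; 0% = agonist with vehicle and 100% = vehicle without agonist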
Target sequence (P48145 whole entry, looked up): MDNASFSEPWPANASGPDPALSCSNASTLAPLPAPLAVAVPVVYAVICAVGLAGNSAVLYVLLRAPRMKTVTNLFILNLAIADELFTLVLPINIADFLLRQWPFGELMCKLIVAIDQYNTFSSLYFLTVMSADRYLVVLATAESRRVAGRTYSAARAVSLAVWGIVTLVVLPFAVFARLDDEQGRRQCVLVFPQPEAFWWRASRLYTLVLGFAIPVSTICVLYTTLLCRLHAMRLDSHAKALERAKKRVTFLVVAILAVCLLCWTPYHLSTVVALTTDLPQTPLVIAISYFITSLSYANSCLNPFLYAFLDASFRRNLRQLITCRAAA
MEKK2 WT-MEK5: raises or lowers MEK5 binding to wildtype human MEKK2 PB1 domain | Q9Y2U5 | bead flow cytometry, Alexa488-MEK5 binding to MEKK2 WT; actives lie on both sides | binding response (% of control), % at 10 µM | 1.1% of 290,000 active | AID 1531; in the data active means binding response below about 67% or above about 130%
PfM18AAP inh: blocks P. falciparum M18 aspartyl aminopeptidase. recombinant PfM18AAP, H-Glu-NHMec fluorogenic cleavage. 1.2% of 290,000 active. inhibition, % at 7.35 µM;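 active means inhibition above the campaign mean inhibition over all tested compounds plus 3 SD, cut at about 28% in these data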;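 further: 0% = plate median of test compound wells and 100% = 2 mM ZnCl2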
NALP1 inh: blocks the NALP1 inflammasome reconstituted in yeast; S. cerevisiae NALP1/ASC/caspase-1 growth, X-gal OD620, 72 h; inhibition, % at 10 µM; 0.61% of 280,000 active; in the data active means inhibition mostly above about 24%, no sharp cut-off; inactive means mostly below about 32%; further: some compounds called inactive have numbers as strong as hits
MEKK2 mut-MEK5: signal of MEK5 binding to mutant human MEKK2 PB1 domain; bead flow cytometry, Alexa488-MEK5 binding to MEKK2 mutant; percent response, % at 10 µM; 0.35% of 290,000 active; in the data active means percent response above about 24%, passing the limit was not always enough; further: inactives centre near 1; some results filed as inactive read as strong as hits; reference of the scale not given here
PHOSPHO1 block: inhibitors of human PHOSPHO1 phosphatase | 1.1% of 290,000 active | recombinant PHOSPHO1, absorbance phosphatase assay | inhibition, % at 13.3 µM | Q8TCT1; in the data active means inhibition above about 60%
DNA FID counter: displaces DNA intercalator in HCV helicase counter-screen. DNA fluorescent intercalator displacement, fluorescence. inhibition, % at 7.9 µM. 0.17% of 290,000 active; in the data active means inhibition above about 37%;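 further: 0% = vehicle and 100% = reference compound; higher means more ethidium bromide displaced from hairpin DNA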
OXTR agonist: agonists of human oxytocin receptor. AID 2435. 0.32% of 320,000 active. activation, % at 3 µM. P30559. CHO-OTR cells, Fluo-8 calcium fluorescence; normalized: DMSO 0%, oxytocin 100%;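 active means activation above the mean of all tested compounds plus 3 SD, cutoff set per screening run, cut at about 20% in these data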;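 further: peak over basal fluorescence ratio from a 100 s FLIPR kinetic read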
MEKK3 PB1 HTS: raises or lowers MEK5 binding to the human MEKK3 PB1 domain; Q99759; binding response (% of control), % at 10 µM; bead-based flow cytometry, Alexa488-MEK5 binding to MEKK3; actives lie on both sides; 0 = blocked by unlabeled MEK5, 100 = vehicle; 1.4% of 290,000 active;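 active means binding response more than 3 SD above or below the average of its plate-row segment, actives on both sides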;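 further: Alexa488 bead fluorescence after subtracting the streptavidin-only scavenger bead signal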
Target sequence (Q99759 whole entry, looked up, the tested form may be a part): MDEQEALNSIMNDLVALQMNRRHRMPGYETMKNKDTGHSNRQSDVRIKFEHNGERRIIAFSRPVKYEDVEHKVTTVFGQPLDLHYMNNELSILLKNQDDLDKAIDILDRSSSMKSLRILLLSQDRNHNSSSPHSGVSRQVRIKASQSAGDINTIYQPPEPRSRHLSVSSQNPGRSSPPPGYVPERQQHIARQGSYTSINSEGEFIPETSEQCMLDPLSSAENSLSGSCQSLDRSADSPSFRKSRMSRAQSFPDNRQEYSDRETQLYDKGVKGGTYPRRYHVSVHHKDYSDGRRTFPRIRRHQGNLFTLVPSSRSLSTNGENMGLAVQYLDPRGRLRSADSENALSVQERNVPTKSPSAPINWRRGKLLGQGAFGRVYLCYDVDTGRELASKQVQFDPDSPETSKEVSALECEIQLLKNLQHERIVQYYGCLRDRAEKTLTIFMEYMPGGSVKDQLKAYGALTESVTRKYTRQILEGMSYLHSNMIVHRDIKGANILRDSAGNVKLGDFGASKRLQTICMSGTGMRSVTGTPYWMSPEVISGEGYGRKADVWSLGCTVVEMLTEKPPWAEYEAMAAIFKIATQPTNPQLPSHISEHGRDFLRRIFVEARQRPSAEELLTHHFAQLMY
Numbers without * were called inactive; / = no result given.

SMILES	GPR7 antag	MEKK2 WT-MEK5	PfM18AAP inh	NALP1 inh	MEKK2 mut-MEK5	PHOSPHO1 block	DNA FID counter	OXTR agonist	MEKK3 PB1 HTS
COc1ccccc1N1CCN(C(=O)c2cc3c(-c4ccc(Cl)cc4)nn(C)c3s2)CC1	-7	109	3	-4	4	17	-2	0.4	117
CC1(c2nnc(-c3ccncc3)o2)CC(c2cccnc2)=NO1 (stereo not given)	/	105	/	/	1	/	/	0.7	101
CC(=O)N1N=C(c2ccncc2)OC12CCCC2	-10	101	5	17	6	8	0	0.4	101
COc1ccccc1OCC(=O)Nc1cccc(N(C)S(C)(=O)=O)c1	-6	120	-3	15	7	3	-13	1.7	113
CC(Nc1nc(N2CCCC2)nc2ccccc12)c1ccccc1 (stereo not given)	7	126	2	5	8	16	10	4.3	106
COc1cc(C(=O)NCCNC(=O)C2CCCNC2=O)cc(OC)c1OC (stereo not given)	-9	104	2	-2	3	20	-3	0.4	101
CC(=O)c1cc(-c2ccccc2)n(CC(=O)NC2CCCCC2)c1C	-9	101	-5	13	-1	6	-7	-1.8	101
COc1ccc(-c2[nH]ncc2CN2CCN(C(=O)c3ccco3)CC2)cc1F	-16	103	0	-14	2	40	-9	-0.4	99
CCOC(=O)c1sc(NC(=O)CSc2n[nH]c(CC)n2)nc1C	3	97	4	4	1	22	-2	1.0	100
C=CCn1c(SCc2nc3cc(C(=O)OC)ccc3c(=O)[nH]2)nc2sc(CC)cc2c1=O	-1	93	-6	16	-3	4	-5	-0.4	95
Nc1nonc1OCCc1ccccc1	6	100	-1	3	5	21	-3	0.4	102
COc1ccc(-n2nnnc2SCC(=O)Nc2nnc(C)s2)cc1	1	103	-8	1	6	9	-24	1.6	99
COc1nc(N(C)C)nc(N(C)c2cc(Cl)cc(Cl)c2)n1	-26	107	6	13	12	14	-24	-1.7	104
CC1CCN(C(=O)CSc2nnc(CNc3ccc(F)cc3)n2Cc2ccco2)CC1	-4	100	0	1	2	-46	-36	-0.6	102
CC(C)CNC(=O)c1ccc(Cl)c(Cl)c1	1	91	1	/	-7	5	0	-1.8	98

By substructure: the compounds so far with a thiophene ring, fused or not.
SMILES	GPR7 antag	MEKK2 WT-MEK5	PfM18AAP inh	NALP1 inh	MEKK2 mut-MEK5	PHOSPHO1 block	DNA FID counter	OXTR agonist	MEKK3 PB1 HTS
COc1ccccc1N1CCN(C(=O)c2cc3c(-c4ccc(Cl)cc4)nn(C)c3s2)CC1	-7	109	3	-4	4	17	-2	0.4	117
C=CCn1c(SCc2nc3cc(C(=O)OC)ccc3c(=O)[nH]2)nc2sc(CC)cc2c1=O	-1	93	-6	16	-3	4	-5	-0.4	95

Next part:
SMILES	GPR7 antag	MEKK2 WT-MEK5	PfM18AAP inh	NALP1 inh	MEKK2 mut-MEK5	PHOSPHO1 block	DNA FID counter	OXTR agonist	MEKK3 PB1 HTS
Cc1cccc(C)c1Nc1nnc(SCc2nc3ccccc3s2)s1	2	105	0	26	16	-16	-16	-1.2	98
Cc1nn(CC(=O)NCc2cccc3ccccc23)c(=O)c2ccccc12	-8	105	-6	16	2	38	0	0.2	99
COc1ccc(C(=O)/C=C/C(=O)N(Cc2ccccc2OC)C(C(=O)NC2CCCCC2)c2ccncc2)c(O)c1 (stereo not given)	4	94	-2	-38	-2	-36	-40	-1.8	92
O=C(CNC(=O)c1ccco1)OCC(=O)c1ccc2ccccc2c1	7	101	0	-2	6	2	-6	1.2	104
CCN1C(=O)S/C(=C/c2c(OCc3ccc(C(=O)O)cc3)ccc3ccccc23)C1=O	8	93	-3	29	-5	-13	-19	12	97
Nc1ccc(C2CCCc3nonc32)c2nonc12 (stereo not given)	-6	108	11	10	6	-34	-2	-1.0	116
Cc1noc(C(=O)Nc2ccc(F)cc2F)c1Cl	-1	107	-14	17	1	33	-3	/	105
CC(=O)c1cnc(SCCN2C(=O)c3ccccc3C2=O)nc1C	3	102	-8	-10	3	46	-7	0.3	100
CS(=O)c1nc(-c2ccc(Br)cc2)cc(-c2ccccc2)c1C#N (stereo not given)	54*	101	-2	2	7	-21	-13	-1.8	105
COc1cc2c(cc1OC)[C@@H]1Cc3cc4c(cc3[C@H](C2)N1C)OCO4	-6	97	4	12	-2	-9	-4	0.1	112
Cc1nc2nc(SCC(=O)NCCCN3CCOCC3)nn2c(C)c1Cc1ccccc1	3	98	2	7	-3	20	-2	1.2	98
Cc1cc(CNC(=O)Cc2c(F)cccc2Cl)nn1C	19*	99	-5	13	3	4	2	-0.8	98
COc1cccc(CNC(=O)C2CCC(=O)N(CC3CCCCC3)C2)c1OC (stereo not given)	-19	104	1	-2	2	31	-44	/	98
Fc1ccc(N2CCN(C3CCC(c4ccccc4)CC3)CC2)cc1 (stereo not given)	-9	119	-1	/	13	/	9	-1.6	104
O=C(Nc1cccc(F)c1)c1cccnc1N1CCOCC1	-15	110	1	2	1	16	-8	1.9	105
O=C1C=C(N(CCO)Cc2ccccc2)c2ccccc2C1=O	-8	109	-2	-1	-1	40	5	/	119
COc1ccccc1CC(=O)Nc1ccc([N+](=O)[O-])cc1O	29*	103	27	-2	6	26	6	15	105
COc1cc(NC(=S)N2CCN(S(C)(=O)=O)CC2)cc(OC)c1	-7	98	3	-6	-2	3	-7	/	95
COc1ccc(NC(=S)NCCCN2CCCC2)cc1	-9	97	2	-14	-1	17	1	0.8	98
CC(C)c1ccc(N(CC(=O)NC2CCCC2)C(=O)CCC(=O)Nc2nccs2)cc1	6	91	-1	5	-5	-10	-39	0.2	98
CN(C)S(=O)(=O)c1cccc(NC(=O)CCCC2CCCCC2)c1	5	104	5	8	2	20	-18	-0.3	99
COc1ccc(CCNC(=O)c2cc(=O)c3cc(C)ccc3o2)cc1OC	-14	102	1	22	3	2	-17	13	102
CC(C)(CC(=O)O)CC(=O)N1CCCN(c2nc3ccc(Cl)cc3s2)CC1	-19	101	2	/	0	-16	-41	-0.3	104
COc1ccc(CCC(=O)N2CCN(c3ccc(OC)cc3)CC2)cc1	-22	100	6	21	1	/	-25	/	99
CC(=O)c1ccc(OCc2ccccc2)c(C)c1O	-10	102	2	38	-3	-11	-3	-0.6	107
CC(=O)N(OCc1ccc(OC(C)C)c(Cl)c1)C(C)=O	-11	97	2	-14	3	-20	-7	-2.2	102
Cc1cccc(NC(=S)N2CCCCCC2)c1C	-15	97	-19	10	-3	47	-11	/	103
O=C(COc1ccc2c3c(c(=O)oc2c1)CCCC3)NCC(O)c1ccccc1 (stereo not given)	-13	102	0	8	-1	-28	-39	0.6	102
COC(=O)c1cc(S(=O)(=O)NCCN2CCOCC2)cn1C	-7	106	2	8	3	50	-2	-0.4	103
CC1=C(C(=O)N2CCOCC2)C(c2cc(C)cs2)NC(=O)N1 (stereo not given)	-14	109	0	15	6	-7	-4	-0.1	105
CCC(CC)NC(=O)CC(c1ccccc1)c1ccccc1	17	89	5	23	-7	23	-21	-2.2	85
CCCCC(=O)Nc1nc2c(s1)COc1ccccc1-2	0	102	4	7	1	7	-12	-1.9	103
COC(=O)NNC(=O)C(C)Oc1ccc(Cl)cc1Cl (stereo not given)	-2	100	-1	42	6	8	-5	1.1	103
O=c1c2ccccc2nnn1-c1ccc(Br)cc1	-11	101	2	/	-2	13	-2	-0.9	101
CCOC(=O)/C(N=Nc1ccc2c(c1)OCO2)=C(\C)O	-4	101	-1	13	-2	-32	-1	9.5	99
CCOC(=O)CSC1=C(C#N)C(c2ccccc2Cl)C(C(=O)OC)C(=O)N1 (stereo not given)	-4	97	-2	7	2	27	-13	-1.2	102
Cc1cc(C)cc(NC(=S)NC2CC3CCCC(C2)N3C2CCCC2)c1 (stereo not given)	-17	117	-5	12	5	30	25	2.4	106
COc1ccc(OCC(=O)Nc2cc(-c3nn4c(C)nnc4s3)ccc2C)cc1	-1	94	-2	-7	-1	-4	-9	-0.6	97
c1ccc(-c2nc(N3CCCCCC3)c3ccccc3n2)nc1	-10	107	6	9	10	2	-3	-1.0	102
Cn1c(=O)c(Sc2ccc(Cl)cc2)c(O)c2ccccc21	3	100	8	14	0	-9	-3	-1.4	94
CCOC(=O)c1sc2nc[nH]c(=O)c2c1C	-15	101	1	6	5	9	-1	0.4	99
CSC(=NS(=O)(=O)c1ccc(C)cc1)SC	-4	103	6	-6	1	-8	-12	-0.2	100
COc1ccc(CN2CCC(Oc3ccc(C(=O)N4CCCCC4)cc3)CC2)cc1C	-16	96	4	-5	-7	36	19	4.4	96
Oc1ccc(C[C@H]2CNC(=S)N2CCc2cc(C(F)(F)F)cc(C(F)(F)F)c2)cc1	10	99	-4	-18	3	9	-5	0.7	98
O=C(C1CCN(c2ncnc3c2nc2n3CCCCC2)CC1)N1CCN(c2cccc(Cl)c2)CC1	5	94	6	22	-11	15	-58	5.4	93

Six entries out of the list above, sorted by the number in MEKK2 WT-MEK5, ascending.
Molecule	MEKK2 WT-MEK5
CC(C)c1ccc(N(CC(=O)NC2CCCC2)C(=O)CCC(=O)Nc2nccs2)cc1	91
COc1cc(NC(=S)N2CCN(S(C)(=O)=O)CC2)cc(OC)c1	98
CC(=O)c1cnc(SCCN2C(=O)c3ccccc3C2=O)nc1C	102
CSC(=NS(=O)(=O)c1ccc(C)cc1)SC	103
Cc1nn(CC(=O)NCc2cccc3ccccc23)c(=O)c2ccccc12	105
O=C1C=C(N(CCO)Cc2ccccc2)c2ccccc2C1=O	109

Later entries
SMILES	GPR7 antag	MEKK2 WT-MEK5	PfM18AAP inh	NALP1 inh	MEKK2 mut-MEK5	PHOSPHO1 block	DNA FID counter	OXTR agonist	MEKK3 PB1 HTS
Cc1ccc(NC(=O)N2CCN(S(=O)(=O)c3ccccc3)CC2)cc1	-3	95	1	4	-1	-10	-10	-0.3	104
Cc1nn(C)c(NC(=O)c2ccccc2Cl)c1Br	-7	107	-1	26	-2	19	-4	-0.2	101
C=CCn1c(=S)sc2c(=O)[nH]c(C)nc21	-20	125	-14	25	23	28	-2	-0.3	131*
Cc1ccc(C)c(N2CCN(CCCc3ccccc3)CC2)c1	-10	116	-10	20	8	19	11	/	107
CC1(C)C2CCC1(CS(=O)(=O)NCc1ccc(C(=O)O)cc1)C(=O)C2 (stereo not given)	5	99	0	27	-1	-3	-4	1.4	97
CCCCc1n[nH]c2c1C(=O)CC(C)(C)C2	-6	100	2	2	-1	-4	-8	0.0	99
COCCn1c(=S)[nH]c2cc(C(=O)N3CCN(Cc4ccc5c(c4)OCO5)CC3)ccc2c1=O	-14	102	5	0	-4	5	-4	0.7	101
Cc1ccc(C2=C(O)c3ccccc3C(=O)C2=O)cc1	-25	108	-1	-8	5	35	3	-2.0	103
COC(=O)CN1C(=O)C(O)=C(C(C)=O)C1c1ccc([N+](=O)[O-])cc1 (stereo not given)	-8	98	12	18	5	11	2	0.9	100
COc1ccc(CCNC(=O)N2CCOCC2)cc1	4	101	-3	3	2	-4	-1	0.5	103
COC(=O)CN1C(=O)[C@H]2[C@@H](C3CC3)N3C(=O)CN(CCO)C(=O)[C@@]3(Cc3ccccc3)[C@H]2C1=O	5	90	9	16	-12	15	-10	-0.4	97
N#CCOC(=O)/C=C/c1ccc2c(c1)OCO2	-6	86	5	-17	-5	28	-2	-0.2	96
COc1ccccc1C1(CCN=Cc2ccc(N(C)C)cc2)CCOC(C)(C)C1 (stereo not given)	-5	106	2	-8	6	4	-1	0.2	106
CC(Sc1nnc(COc2ccccc2)n1Cc1ccccc1)C(=O)O (stereo not given)	2	82	-1	-9	-10	12	-37	-1.9	98
COC(=O)CCCC1=CC2=CC(=O)C(C)(O)C(=O)C2=CO1 (stereo not given)	/	91	/	/	-1	/	/	-0.5	93
CN(C)CCNC(=O)CCCNC(=O)Cn1cnc2sc3c(c2c1=O)CCCC3	-5	96	-6	16	2	2	6	-0.4	95
COc1cccc(Nc2ncnc3onc(-c4ccccc4OC)c23)c1	-3	94	9	24	0	15	-22	-2.6	99
N/C(=N\OC(=O)Cc1cccs1)c1cccc([N+](=O)[O-])c1	-1	99	0	30	-2	-8	6	-2.6	91
